GLP1R cytotox – cytotoxic in the GLP-1 receptor inverse agonist counter-screen; 410,000 tested, 0.13% active; Potency, µM (top dose mostly 38.3 µM), for inactives: at the top dose activity change, negative = inhibition, usual class: inhibitors; HEK293 cAMP-luciferase reporter cells, luminescence, 24 h;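 further: loss of luciferase light is scored as toxicity; potency means the concentration at half of the fitted maximal effect; on the % scale 0 is the no-effect control and ±100 the full control effect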
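Seeding density was 200 cells/uL; after overnight-length (12 h) culture, 23 nL compounds went on for 24 h at 37 °C. Readout used a luciferase detection reagent, luminescence taken after 12 min at room temperature.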
GLP-1R agonist – activates the human GLP-1 receptor | Potency, µM (titrated, usually from 45.6 µM), without a hit: at the top dose activation, hits mostly activators | HEK293 GLP-1R CRE-luciferase, luminescence, 4-6 h; cells express a hypersensitive GLP-1R form | AID 624172 | 380,000 tested, 0.007% active | P43220; further: potency means the concentration at half of the fitted maximal effect; % of control where 0% means no effect
KB-V1 cytotox – KB-V1 MDR subline cytotoxicity; Potency, µM (top dose mostly 46.1 µM), inactives show at the highest dose activity change, negative = cytotoxicity, most hits filed as cytotoxic; KB-V1 MDR cells viability, CellTiter-Glo, 72 h; AID 1347076; 400,000 tested, 3.4% active; further: potency means the concentration at half of the fitted maximal effect; on the % scale 0 is the no-effect control and ±100 the full control effect; nearly all actives have a fitted effect of over 60% in size
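KB-V1 MDR subline cells in DMEM (phenol-red free, 10% FBS) exposed to compounds in qHTS concentration series for 72 h at 37 degrees C. Viability read by CellTiter-Glo luminescence; concentration-effect curves fitted after normalization and correction.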
D3 antag – D3 dopamine receptor (human) antagonism; P35462; D3R cells, DiscoveRx beta-arrestin luminescence, antagonist mode; stronger effect = lower value; max response, negative = inhibition, %; 360,000 tested, 2.5% active; AID 652054; in the data active means max response below about -50%; inconclusive means no clear call, values can overlap the other calls; further: on the % scale 0 is the no-effect control and ±100 the full control effect; mostly tested at two doses, the higher about 12 µM
Target sequence (P35462 whole entry, looked up): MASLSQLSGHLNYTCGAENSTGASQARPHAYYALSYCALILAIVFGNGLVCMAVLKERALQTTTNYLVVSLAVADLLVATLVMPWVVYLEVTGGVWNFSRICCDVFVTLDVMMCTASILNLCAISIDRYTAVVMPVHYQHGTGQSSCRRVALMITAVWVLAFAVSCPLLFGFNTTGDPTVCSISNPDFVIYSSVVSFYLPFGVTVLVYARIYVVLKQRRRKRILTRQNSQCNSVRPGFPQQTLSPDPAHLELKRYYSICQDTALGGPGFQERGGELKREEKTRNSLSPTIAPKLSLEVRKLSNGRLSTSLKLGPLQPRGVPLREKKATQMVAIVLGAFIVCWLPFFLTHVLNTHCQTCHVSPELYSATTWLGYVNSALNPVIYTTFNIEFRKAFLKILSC
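Cells plated overnight at 1500 cells/well, then exposed to library compounds with dopamine controls for 90 minutes at 37 degrees C. DiscoveRx reagent added for 30–60 minutes at room temperature; luminescence read, quantitative HTS format.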
PTHR1 agonist – PTHR1 (human) receptor agonism. HEK293 GP2 PTHR1 cells, GloSensor cAMP luminescence, 1 h. Q03431. Potency, µM (top dose mostly 115 µM), without a hit: top-dose activation, actives largely listed as activators. 410,000 tested, 0.075% active; further: potency means the concentration at half of the fitted maximal effect; nearly all actives have a fitted effect of over 55% in size; some results filed as inactive show a strong effect at the top dose; inactives centre near -15; many of its hits are not listed in these tables
Target sequence (Q03431 whole entry, looked up): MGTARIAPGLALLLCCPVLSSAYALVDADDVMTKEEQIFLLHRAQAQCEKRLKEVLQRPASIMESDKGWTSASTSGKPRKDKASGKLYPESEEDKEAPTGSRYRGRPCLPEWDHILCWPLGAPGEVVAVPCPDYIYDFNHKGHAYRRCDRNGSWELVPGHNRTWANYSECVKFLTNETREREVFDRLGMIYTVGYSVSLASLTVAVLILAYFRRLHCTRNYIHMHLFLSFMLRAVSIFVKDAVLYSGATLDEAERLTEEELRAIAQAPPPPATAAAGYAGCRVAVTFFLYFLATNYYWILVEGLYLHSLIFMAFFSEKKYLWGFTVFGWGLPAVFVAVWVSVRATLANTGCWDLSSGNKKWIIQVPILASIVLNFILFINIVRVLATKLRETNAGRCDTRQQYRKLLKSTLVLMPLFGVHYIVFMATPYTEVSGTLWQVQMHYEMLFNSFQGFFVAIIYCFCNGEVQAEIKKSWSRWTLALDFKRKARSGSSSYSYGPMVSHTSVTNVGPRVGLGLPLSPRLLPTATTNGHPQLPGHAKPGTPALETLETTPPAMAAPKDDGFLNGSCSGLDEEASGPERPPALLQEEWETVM
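HEK-293-derived GP2 cells expressing PTHR1 and a GloSensor cAMP reporter, 3,000/well, plated overnight, given luciferin plus IBMX (each 0.5 mM as added) for 1 h at 37 °C, then compound for 1 h at 37 °C. Luminescence was read after 15 min at room temperature.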
aSyn rescue – inhibitors of alpha-synuclein toxicity in yeast | Yeast expressing alpha-synuclein, growth rescue, BacTiter-Glo, 24 h | Potency, µM (highest dose often 46.1 µM), for inactives: at the highest dose growth rescue (activation), actives largely listed as activators | 370,000 tested, 0.14% active | AID 652106; further: potency means the concentration at half of the fitted maximal effect; % of control where 0% means no effect; nearly all actives have a fitted effect of over 65% in size
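Screening used galactose-induced yeast with toxic alpha-synuclein levels, exposed to compound for 24 hr at 30 deg C. Cell growth, read with BacTiter-Glo luminescence, gave the measured signal.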
D3 ag – activates the human D3 dopamine receptor. max activation, %. 410,000 tested, 0.58% active. P35462. D3R DiscoveRx beta-arrestin cells, luminescence, 90 min; in the data active means max activation above about 30%; further: 0% is about no effect; mostly tested at two doses, the higher about 12 µM
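Agonist mode: compounds and dopamine controls were applied to plated cells for 90 min at 37 degrees C after an overnight attachment at 1500 cells/well. Luminescent read-out followed 30 - 60 minutes at room temperature with DiscoveRx detection reagent.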
TDP43 rescue – TDP-43 toxicity inhibition in yeast. TDP-43 expressing yeast growth rescue, BacTiter-Glo, 24 h. Potency, µM (top dose mostly 46.1 µM), for inactives: at the highest dose growth rescue (activation), usual class: activators. 410,000 tested, 1.8% active. AID 652104; further: potency means the concentration at half of the fitted maximal effect; % of control where 0% means no effect; nearly all actives have a fitted effect of over 50% in size
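Growth rescue of TDP-43-toxic yeast measured as ATP luminescence (BacTiter-Glo). Cells grown to mid-log in raffinose, induced in galactose at OD600=0.02, exposed to compound 24 hr at 30 deg C.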
GLP1R inv ag – inverse agonists of human GLP-1 receptor; 410,000 tested, 1.6% active; Potency, µM (doses to about 38.3 µM), for inactives: at the top dose activity change, negative = inhibition, usual class: inhibitors; HEK293 GLP-1R CRE-luciferase, luminescence, 24 h; GLP-1R form is constitutively active; AID 624417; further: potency means the concentration at half of the fitted maximal effect; on the % scale 0 is the no-effect control and ±100 the full control effect; nearly all actives have a fitted effect of over 55% in size
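HEK293 cells stably co-expressing a cAMP-responsive luciferase reporter and constitutively active GLP-1R were seeded, incubated 12 h, then exposed to compounds for 24 h at 37 C. Luminescence was read 12 min after detection reagent; inverse agonists lower signal.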
Active calls of the source: *; i = inactive; ? = inconclusive; nt = not tested or not shown; & = joins results of further samples; [ ] = dose if it differs, or a comment. Unless noted, the call rests on the fitted dose curve; in most records, active means well fitted curve in the direction sought with a large enough effect; inconclusive means small, poorly fitted or top-dose-only effect, or another doubt; inactive means no such curve, though single readings can be large; an effect the other way counts as inactive or inconclusive. Only part of the results is shown; count on the stated rates, not on these rows.

Structure	KB-V1 cytotox	GLP1R cytotox	D3 antag	GLP-1R agonist	GLP1R inv ag	PTHR1 agonist	TDP43 rescue	D3 ag	aSyn rescue
Cc1cc(NC(=O)c2oc3c(c2C)-c2[nH]ncc2CC3)ccc1Br	nt	-21%	nt	nt	?	-30%	-17%	-24	nt
COc1cc(NC(=O)c2c(-c3ccccc3Cl)noc2C)c2ncccc2c1	-2%	-4%	6	12%	4%	-10%	9%	6	0%
CCN(CC)C(=O)CSc1nnc(SCc2ccc(Cl)cc2)s1	?	74%	-21	0%	?	-5%[57.5 µM]	18%	-2	5%
COc1ccc(OC)c(NC(=O)CSc2nc3[nH]c(=O)[nH]c(=O)c3s2)c1	28%	-9%	5	3%	15%	-2%	7%	7	0%
COC(=O)[C@]12CCCCC=C1N(CCC1=CCCCC1)C(=O)[C@H](CC(=O)NCc1ccccc1)C2	-4%	4%	9	5%	?	i	35µM*	0	22%
O=C(c1ccccc1Br)N(Cc1ccccc1F)C1CCS(=O)(=O)C1 (stereo unspecified)	-3%	-4%	nt	nt	-16%	i	18%	-4	nt
CC(=O)Nc1ccc(S(=O)(=O)N2CCN(S(=O)(=O)c3ccccc3)CC2)cc1	0%	2%	9	-1%	21%	3%	6%	-9	1%
CCOc1ncccc1C(=O)OCC(=O)Nc1cc(C(C)(C)C)ccc1OC	-11%	10%	18	?	7%	-25%	17%	5	-6%
CCN(C(=O)COC(=O)c1cc(-c2ccccc2)nc2c1c(C)nn2-c1ccc(C)cc1)C1CCS(=O)(=O)C1 (stereo unspecified)	-8%	2%	-3	0%	-18%	i	-3%[9.22 µM]	2	0%
CC(/C=N/NC(=O)c1cccs1)=C\c1ccco1	16%	11%	6	4%	26%	-29%	11%	2	1%
CC(C)Cc1nc2oc3c(NCC4CCCO4)ncnc3c2c2c1CCC2 (stereo unspecified)	10µM*	0%	1	-1%	5%	i	-9%	58*	0%
Brc1ccc(CNCCCSc2ncccn2)cc1	-5%	2%	-77*	19%	13%	?	0%	-18	1%

3 entries out of the list, ordered by molecular weight, lowest first.
Structure	KB-V1 cytotox	GLP1R cytotox	D3 antag	GLP-1R agonist	GLP1R inv ag	PTHR1 agonist	TDP43 rescue	D3 ag	aSyn rescue
CCN(CC)C(=O)CSc1nnc(SCc2ccc(Cl)cc2)s1	?	74%	-21	0%	?	-5%[57.5 µM]	18%	-2	5%
COC(=O)[C@]12CCCCC=C1N(CCC1=CCCCC1)C(=O)[C@H](CC(=O)NCc1ccccc1)C2	-4%	4%	9	5%	?	i	35µM*	0	22%
CCN(C(=O)COC(=O)c1cc(-c2ccccc2)nc2c1c(C)nn2-c1ccc(C)cc1)C1CCS(=O)(=O)C1 (stereo unspecified)	-8%	2%	-3	0%	-18%	i	-3%[9.22 µM]	2	0%

More records follow:
Structure	KB-V1 cytotox	GLP1R cytotox	D3 antag	GLP-1R agonist	GLP1R inv ag	PTHR1 agonist	TDP43 rescue	D3 ag	aSyn rescue
COCCNC(=O)C(c1cccc(OC)c1)N(C(=O)Cn1nnc2ccccc21)c1cccnc1 (stereo unspecified)	7%	-10%	3	-7%	-10%	i	12%	0	0%
C[C@H](O)[C@@H]1CN2CCc3c([nH]c4ccc(-c5ccc6c(c5)OCO6)cc34)[C@@H]2C[C@@H]1N(C)C(=O)Nc1cc(Cl)cc(Cl)c1	?	?	-25	-4%	2.8µM*	7%	?	-10	-19%
Cn1ccnc1CN1CCCCC1C(=O)Nc1ccc(Oc2cccnc2)cc1 (stereo unspecified)	?	?	-5	2%	?	i	6%	-8	0%
COC(=O)c1ccccc1NC(=O)CCC(=O)N1CC(C)Oc2ccc(C)cc21 (stereo unspecified)	-23%	4%	4	-2%	?	-4%	18µM*	4	3%
O=C(CN1C(=O)NC(c2ccccc2)(c2ccccc2)C1=O)Nc1cccnc1Cl	15%	1%	-23	20%	0%	i	-3%[0.397 µM]	4	2%
Clc1ccc(C(c2cccs2)N2CCNCC2)cc1 (stereo unspecified)	?	-12%	-24	13%	4.5µM*	i	12%	-9	-8%
COC(=O)c1cc(-c2c(-c3cc(OC)c(OC)c(OC)c3)noc2C)cc([N+](=O)[O-])c1	3%&-29%	?	7	1%	11%	-37%[inhibitor]	2%	2	-5%
CCOC(=O)c1c(C)[nH]c(C)c1S(=O)(=O)N1CCCC(C(=O)Nc2ccc(F)cc2F)C1 (stereo unspecified)	1%	6%	nt	nt	8%	i	?	8	nt
C=C(C)CSc1nnc(-c2cccc(S(=O)(=O)N(C)C)c2)n1-c1cc(OC)ccc1OC	-25%	-11%	12	13%	9%	i	-1%	2	-11%
CC1CCN(S(=O)(=O)c2ccc(NC(=O)CCN3C(=O)c4ccccc4C3=O)cc2)CC1	-30%	12%	25	5%	42%[activator]	i	-11%	2	?
CC(C)C(C(=O)Nc1ccncc1)c1ccc(Cl)cc1 (stereo unspecified)	-19%	-15%	-19	0%	?	i	-10%	6	1%
CCN1C(=O)[C@@H]2[C@@H](c3ccc(-c4ccccc4)cc3)N3CCC[C@@]3(C(=O)OC)[C@@H]2C1=O	4%	-5%	-16	8%	-12%	i	19%	0	11%
CN1CCN(S(=O)(=O)c2ccc(CNC(=O)c3ccccc3)s2)CC1	-10%	-3%	-9	6%	1%	-65%[inhibitor]	-7%	3	-1%
COc1ccccc1C1(CC(=O)N2CCCCC2)CCOC(C(C)C)C1 (stereo unspecified)	?	0%	17	3%	?	i	0%	0	0%
CC(NC(=O)c1ccc(N2Cc3ccccc3Oc3ncccc32)s1)c1ccccc1 (stereo unspecified)	21%	3%	nt	nt	-8%	-21%	23%	-4	nt
O=C1c2ccccc2C(c2nnnn2Cc2ccccc2)N1Cc1cccc(F)c1 (stereo unspecified)	?	1%&3%	-8&-10	10%&13%	1%&16%	-7%&-20%	?	4&-7	1%&3%
COCCn1c(=O)[nH]c2cc(C(=O)Nc3cc(C)cc(C)c3)ccc2c1=O	0%	10%	-4	9%	-15%	-4%	-15%	-10	-4%
COc1ccccc1OCc1ccc(C(=O)n2nc(C)c(Cl)c2C)o1	?	13%	-14	1%	0%	i	-26%	-13	-4%
COCCCNC(=O)c1ccc(CS(=O)(=O)c2ccc(OC)cc2)o1	1%	-9%	-9	-4%	-9%	-36%[inhibitor]	-6%	-2	-1%
Nc1cc(C(=O)N2CCN(c3ccc([N+](=O)[O-])cc3)CC2)ccc1N1CC2CC(C1)c1cccc(=O)n1C2 (stereo unspecified)	26%	-21%	-15	-3%	21%	-68%[inhibitor]	-9%	-6	0%
O=C(Nc1nnc([C@@H]2C[C@H](O)[C@@H](CO)O2)s1)Nc1cccc(Cl)c1Cl	27%	6%	-20	6%	-18%	0%	0%	-1	1%
c1ccc(CSc2nnnn2-c2ccc3c(c2)OCCO3)nc1	-25%	4%	8	4%	1%	-2%[57.5 µM]	12%	11	-2%
CCNC(=O)C1CCCN(C(=O)c2cccc(Cl)c2)CC1 (stereo unspecified)	3%	3%	29	-5%	24%	-21%	5%	8	3%
COC(=O)CSC1=C(C#N)C(c2ccc(C)cc2)C2=C(CCCC2=O)N1 (stereo unspecified)	-8%	35%[activator]	41	9%	14%	i	6%	-1	-2%

Fetched by structure from the entries so far:
Structure	KB-V1 cytotox	GLP1R cytotox	D3 antag	GLP-1R agonist	GLP1R inv ag	PTHR1 agonist	TDP43 rescue	D3 ag	aSyn rescue
Nc1cc(C(=O)N2CCN(c3ccc([N+](=O)[O-])cc3)CC2)ccc1N1CC2CC(C1)c1cccc(=O)n1C2 (stereo unspecified)	26%	-21%	-15	-3%	21%	-68%[inhibitor]	-9%	-6	0%
COc1ccccc1OCc1ccc(C(=O)n2nc(C)c(Cl)c2C)o1	?	13%	-14	1%	0%	i	-26%	-13	-4%
COc1ccccc1C1(CC(=O)N2CCCCC2)CCOC(C(C)C)C1 (stereo unspecified)	?	0%	17	3%	?	i	0%	0	0%
CCNC(=O)C1CCCN(C(=O)c2cccc(Cl)c2)CC1 (stereo unspecified)	3%	3%	29	-5%	24%	-21%	5%	8	3%
COC(=O)CSC1=C(C#N)C(c2ccc(C)cc2)C2=C(CCCC2=O)N1 (stereo unspecified)	-8%	35%[activator]	41	9%	14%	i	6%	-1	-2%
c1ccc(CSc2nnnn2-c2ccc3c(c2)OCCO3)nc1	-25%	4%	8	4%	1%	-2%[57.5 µM]	12%	11	-2%

Next records:
Structure	KB-V1 cytotox	GLP1R cytotox	D3 antag	GLP-1R agonist	GLP1R inv ag	PTHR1 agonist	TDP43 rescue	D3 ag	aSyn rescue
CCOC(=O)[C@]12CCC=C1N(Cc1cccc3ccccc13)C(=O)[C@H](CC(=O)N1CCCC1)C2	?	-7%	-16	-4%	-2%	i	20%	-7	?
Cc1c(O)ccc2c(CN(C)Cc3ccccc3)cc(=O)oc12	-27%	nt	26	13%	-25%	-30%	-12%	-5	0%
CCOC(=O)C1=C(C)NC(C)=C(C(=O)OCC)C1C(=O)OCC(=O)NCc1ccccc1	?	-4%	25	10%	-22%	-10%	19%	3	10%
CCOC(=O)c1c(C)c(C(=O)N2CCN(c3ccc(F)cc3)CC2)c(C)n1C	2%	-3%	-3	1%	-3%	-40%[inhibitor]	0%	8	0%
COc1ccc(S(=O)(=O)Nc2ccc(Cl)cn2)c(C)c1C	23µM*	2%	8	-12%	-11%	i	4%	-1	12%
CCC(=O)N1CCc2nc(-c3ccccc3)sc2C1	17%	0%	5	-3%	101%[activator]	i	0%	-1	3%
CSc1ccc(S(=O)(=O)NCc2ccc(Cl)cc2Cl)cc1	11%	8%	-8	?	0%	1%[57.5 µM]	?	1	0%
O=S(=O)(c1cnccc1N1CCN(/N=C/c2ccc(Cl)cc2)CC1)N1CCCCC1	-10%	-9%	0	-8%	7%	-50%[inhibitor][57.5 µM]	-4%	5	5%
